From PubChem BioAssay
ATG4B inh: ATG4B protease inhibitors, primary screen, biochemical, fluorescence, uHTS; AID 504462, 2011; 0.51% of 340,000 active; Cysteine protease ATG4B (Homo sapiens), Q9Y4P1; ATG4B cleavage of LC3-PLA2, NBD-HPC fluorescence, 1 h; inhibition, % at 8.33 µM; in the data active means inhibition above about 40%
Target sequence (Q9Y4P1 whole entry, looked up): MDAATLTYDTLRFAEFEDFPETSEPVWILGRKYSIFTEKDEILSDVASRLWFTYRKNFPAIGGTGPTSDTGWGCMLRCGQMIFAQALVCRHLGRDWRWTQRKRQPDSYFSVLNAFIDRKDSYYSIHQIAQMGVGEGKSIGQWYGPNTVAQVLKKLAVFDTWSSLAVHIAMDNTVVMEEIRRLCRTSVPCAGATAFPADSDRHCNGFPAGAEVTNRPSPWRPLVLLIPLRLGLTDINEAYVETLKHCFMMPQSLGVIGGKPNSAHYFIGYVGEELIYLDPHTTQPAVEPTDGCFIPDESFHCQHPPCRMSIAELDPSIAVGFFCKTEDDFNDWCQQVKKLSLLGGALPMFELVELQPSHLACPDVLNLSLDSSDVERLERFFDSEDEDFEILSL
Active calls of the source: *. These rows are one share of the data; the hit share may differ from the screen's.

Molecule	ATG4B inh
Oc1ccc2ccccc2c1CN1CCCCC1	-1
CCCCn1c2c(cc(C(=O)OC)c1=O)C(=O)CCC2	1
CC(=NNc1nc2ccccc2o1)c1ncccn1	-10
CCN1C[C@@H]2[C@@H]3C(=O)N(Cc4ccccc4)C(=O)[C@@H]3[C@](Cc3ccccc3)(C1=O)N2C(=O)c1ccc(C(F)(F)F)cc1	3
Cc1cc(=O)n2c3ccccc3n(CC(O)CN3CCC(C)CC3)c2c1C#N (stereo not drawn)	-2
CC/C(=C/c1ccccc1)c1cccc2[nH]c3c(OC)cccc3c12	10
O=C(/C=C/c1ccc(Cl)c([N+](=O)[O-])c1)Nc1ccc(NC(=O)c2ccco2)cc1	8
O=C(Cc1cccc(NC(=O)C2CCN(C(=O)C3CC3)CC2)c1)Nc1cccc(C(=O)N2CCOCC2)c1	6
CCOC(=O)c1ccc(-n2cc(C(=O)c3cccnc3)nn2)cc1	1
Cc1cn(C2CCCO2)c(=O)nc1N (stereo not drawn)	2
N#Cc1c(-c2ccccc2)nc(SCC(=O)Nc2ccccc2F)[nH]c1=O	3
Cc1ccc(S(=O)(=O)N2CCC[C@H]2C(=O)OCC(=O)N2c3ccccc3NC(=O)C2(C)C)cc1	-11
CCCC(c1nnnn1C(C)(C)CC)N(Cc1ccco1)Cc1cc2ccc(OC)cc2[nH]c1=O (stereo not drawn)	-5
O=[N+]([O-])c1cccc(C=NNc2ccc3ccccc3n2)c1O	-3
CC(C)OCCCNc1nc2c(cnn2C)c(=O)[nH]1	-2
Cc1ccc(C(=O)C2CC2)cc1C	5
CN(O)C(=S)c1ccccc1	-2
Brc1ccc(-c2nnc3sc(CN4CCc5ccccc5C4)cn23)cc1	-1
O=C(O)c1ccccc1NS(=O)(=O)c1ccc(NNC(=S)Nc2ccc(OC(F)F)cc2)c([N+](=O)[O-])c1	51*
O=c1[nH]c(C(F)(F)C(F)(F)C(F)(F)F)no1	-6

Going on with the list:
Molecule	ATG4B inh
Cc1cc(C)nc(SCSc2nc(C)cc(C)n2)n1	2
O=C1C[C@@H]2c3c(cccc3CN1Cc1ccccc1)C[C@@H](O)[C@H]2O	1
CCCCOC(=O)c1ccc(NC(=O)c2c(Cl)ccc(Cl)c2OC)cc1	2
O=P(Cc1ccccc1)(Cc1ccccc1)c1ccccc1	11
O=C(Nc1ccc(NS(=O)(=O)c2ccccc2)c(Cl)c1)c1ccccc1	-3
CN(Cc1ccccc1)C(=O)c1ccc(NC(=O)Cc2ccc(NC(=O)C3CCCN(C(=O)C4CC4)C3)cc2)cc1 (stereo not drawn)	1
Cc1ccccc1C(c1ccccc1Cl)N(C)C (stereo not drawn)	0
O=C(NCCc1ccccc1O)c1cc2c(cc1[N+](=O)[O-])OCO2	-2
Cc1nc(N)nc(N)c1/C=C/C(C)(C)c1ccc(Cl)cc1	-9
O=C(O)CCCN1C(=O)/C(=C/c2cn(-c3ccccc3)nc2-c2cccs2)SC1=S	5
CCC(C)c1ccc(S(=O)(=O)N2CCN(C(=O)c3ccc(Cl)c(S(=O)(=O)N4CCOCC4)c3)CC2)cc1 (stereo not drawn)	-14
O=C(CN(C1CC1)S(=O)(=O)c1ccc(S(=O)(=O)NC2CCCCC2)cc1)Nc1ccccc1	-14
O=C1C=CC2(C=C1)O[C@H](Cc1ccccc1)[C@@H](Cc1ccccc1)O2	8
CCC(CCc1ccccn1)C(=O)c1ccccc1 (stereo not drawn)	8
Fc1ccc(N2C(=S)SC(=Nc3ccccc3)C2=Nc2ccccc2)cc1	0
CC1CCC(C(=O)NC(C(=O)NCCN2CCC(C)CC2)C(C)C)CC1 (stereo not drawn)	-3
N#C/C(=C\c1ccc(-c2ccc(C(=O)O)cc2)o1)c1nc2ccccc2[nH]1	-20
Cc1ccc(NC(=O)c2ncn(CCCNCC3CCCO3)n2)cc1C (stereo not drawn)	1
COc1ccc2ncc(OC(C)=O)cc2c1	13
Cc1cccn2c(=O)c3cc(C#N)c(=N)n(CCN4CCOCC4)c3nc12	0

More entries follow.
Molecule	ATG4B inh
Nc1ccc(NC(=O)Nc2ccc(N)cc2)cc1	-10
CCC(C(=O)NC1CCCCC1)N(CC1CCCO1)C(=O)CNS(=O)(=O)c1ccc(OC)cc1 (stereo not drawn)	-6
CC(=O)OC1CC2(C)C(C(C)=O)CCC2C2CCC3=CC(=O)CCC3(C)C12 (stereo not drawn)	0
C[C@H](O)[C@@H]1C(=O)N2CCc3ccc(N4CCN(C)CC4)cc3[C@@H]2C[C@@H]1N(C)C(=O)Nc1cc(Cl)cc(Cl)c1	0
CN1C(CCl)Nc2cc(Cl)c(S(N)(=O)=O)cc2S1(=O)=O (stereo not drawn)	6
COc1ccc(-n2nc(C(=O)NCC(=O)NCc3ccc(F)cc3)c3ccccc3c2=O)c(OC)c1	-8
COc1ccc(CCNS(=O)(=O)c2ccc3c(c2)n(C)c(=O)c(=O)n3C)cc1OC	-4
CCC(CC)C(=O)Oc1c(C(=O)N(C)C)cccc1-c1ccccc1	-3
O=C(/C=C/c1ccccc1)Nc1cccc(C(=O)NCCc2ccccc2)c1	-1
S=C(c1ccccc1)N1CCN(c2ccccc2)CC1	-1
CN1CC=C2C(C#N)=C(N)C(C#N)(C#N)[C@H](c3cccs3)[C@H]2C1	10
Nc1nc(=S)c2ncn(C3CCCC3)c2[nH]1	2
O=C(NN=Cc1ccccc1O)NN=Cc1ccccc1O	-6
Cc1ccccc1C1CC(=O)c2ccccc2C1C (stereo not drawn)	6
O=C(NCCCOC(=O)c1ccccc1)c1ccccc1	-1
COc1ccc(Cn2cc(CN3CCS(=O)(=O)N(Cc4ccc(-c5cccc(Cl)c5)cc4)C(C)C3=O)nn2)cc1 (stereo not drawn)	-5
Cc1ccc(NCc2nnc(SCC(=O)NCCc3ccccc3)n2C)cc1	2
CN(CCC#N)C(=O)COC(=O)c1ccccc1C(=O)c1ccc(Cl)c([N+](=O)[O-])c1	-7
CSc1ccccc1NC(=O)CN(C)C(=O)C(C)SCc1nc2sc(C)c(C)c2c(=O)[nH]1 (stereo not drawn)	-3
CN(Cc1ccccc1)C(=O)c1cccc(NC(=O)Cc2ccc(NC(=O)C3CCN(C(=O)CCc4ccccc4)CC3)cc2)c1	-17

Single values from the entries so far.
In ATG4B inh, `CN(CCC#N)C(=O)COC(=O)c1ccccc1C(=O)c1ccc(Cl)c([N+](=O)[O-])c1` has -7
In ATG4B inh, `O=C(NN=Cc1ccccc1O)NN=Cc1ccccc1O` has -6
In ATG4B inh, `CC(=O)OC1CC2(C)C(C(C)=O)CCC2C2CCC3=CC(=O)CCC3(C)C12` (stereo not drawn) has 0

Exported with values ahead of the structure: entries from further up
ATG4B inh	smiles
-7	CN(CCC#N)C(=O)COC(=O)c1ccccc1C(=O)c1ccc(Cl)c([N+](=O)[O-])c1
-3	CSc1ccccc1NC(=O)CN(C)C(=O)C(C)SCc1nc2sc(C)c(C)c2c(=O)[nH]1 (stereo not drawn)
-17	CN(Cc1ccccc1)C(=O)c1cccc(NC(=O)Cc2ccc(NC(=O)C3CCN(C(=O)CCc4ccccc4)CC3)cc2)c1

(cont.)
> Fc1ccccc1COc1cccc2cccnc12
  ATG4B inh = 6
> O=C(O)C1C2CCCCC2=C2CCCCC2C1C(=O)Nc1nccs1 (stereo not drawn)
  ATG4B inh = 4
> O=C1c2ccccc2C(=O)N1CCCCCCN1C(=O)c2ccccc2C1=O
  ATG4B inh = 3
> Nc1ccc(S(=O)(=O)Nc2nccs2)cc1N=Nc1ccccc1[N+](=O)[O-]
  ATG4B inh = 39
> Cc1ccc(NC(=O)CN2C(=O)N/C(=C/c3cc(C)n(-c4ccc(C(=O)O)cc4)c3C)C2=O)cc1
  ATG4B inh = 3
> COc1ccc2c(c1OC)C(=O)N1c3ccccc3N=C(c3ccc([N+](=O)[O-])cc3)CC21 (stereo not drawn)
  ATG4B inh = 4
> CN(C)c1ccc2c(c1)C(=NO)c1ccccc1-2
  ATG4B inh = 2
> O=c1cn[nH]c2ccc(Br)cc12
  ATG4B inh = 5
> O=C(Nc1nccs1)c1ccc(-c2ccc([N+](=O)[O-])cc2)o1
  ATG4B inh = -1
> COc1ccc(C(=O)C(=NNc2ccccc2)c2ccc(OC)cc2)cc1
  ATG4B inh = -2
> CC(C)(C)c1ccc(C(=O)Nc2cccc([N+](=O)[O-])c2)cc1
  ATG4B inh = 6
> O=C(O)C1CC2CCC1CC2 (stereo not drawn)
  ATG4B inh = -4
> COC(=O)C1CCN(C(=O)C2CC(=O)N(c3ccc(C)c(Cl)c3)C2)CC1 (stereo not drawn)
  ATG4B inh = 11
> Cc1c(/C=N\NC(=O)C2COc3ccccc3O2)c2ccccc2n1C (stereo not drawn)
  ATG4B inh = -26
> CCCCn1c(N)c(N(CCOC)C(=O)CCCn2c(=O)oc3ccccc32)c(=O)[nH]c1=O
  ATG4B inh = 1
> CCOC(=O)c1cnc2c(-c3ccc(F)cc3)cnn2c1C(F)(F)F
  ATG4B inh = 9
> Brc1ccc(Cn2c(-c3ccc(Br)o3)nc3ccccc32)o1
  ATG4B inh = 22
> Cc1ccc(S(=O)(=O)SC/C=C/CSS(=O)(=O)c2ccc(C)cc2)cc1
  ATG4B inh = -5
> CCCCn1c(N)c(N(C(=O)CSc2nncn2-c2ccccc2C)C2CCCC2)c(=O)[nH]c1=O
  ATG4B inh = -4
> Cc1cccc(NC(=O)CSc2nc3sc(C)cc3c(=O)n2C)c1
  ATG4B inh = 9
> O=C(NCC1(N2CCCCC2)CCCCC1)c1cccc(S(=O)(=O)Nc2ccccc2Cl)c1
  ATG4B inh = 1
> CCOC(=O)c1cc2c(=O)n3cccc(C)c3nc2n(Cc2ccco2)c1=NC(=O)c1cccnc1
  ATG4B inh = -3
> O=C(Cc1cccc(NC(=O)C2CCCN(C(=O)C3CCC3)C2)c1)Nc1cccc(C(=O)N2CCCCC2)c1 (stereo not drawn)
  ATG4B inh = -6
> O=C(CCCN1C(=O)c2ccccc2C1=O)NC1=NCCS1
  ATG4B inh = 4
> CC1CN(N=Cc2ccc([N+](=O)[O-])o2)C(=N)O1 (stereo not drawn)
  ATG4B inh = 4

6 of the compounds above, with values ahead of the structure.
ATG4B inh	molecule
8	O=C1C=CC2(C=C1)O[C@H](Cc1ccccc1)[C@@H](Cc1ccccc1)O2
1	CCCCn1c(N)c(N(CCOC)C(=O)CCCn2c(=O)oc3ccccc32)c(=O)[nH]c1=O
-8	COc1ccc(-n2nc(C(=O)NCC(=O)NCc3ccc(F)cc3)c3ccccc3c2=O)c(OC)c1
-6	O=C(NN=Cc1ccccc1O)NN=Cc1ccccc1O
-14	CCC(C)c1ccc(S(=O)(=O)N2CCN(C(=O)c3ccc(Cl)c(S(=O)(=O)N4CCOCC4)c3)CC2)cc1 (stereo not drawn)
-6	O=C(Cc1cccc(NC(=O)C2CCCN(C(=O)C3CCC3)C2)c1)Nc1cccc(C(=O)N2CCCCC2)c1 (stereo not drawn)

Going on with the list.
> COc1ccccc1C(C)NC(=O)CCC(=O)N1CCN(S(=O)(=O)c2ccc(Cl)cc2)CC1 (stereo not drawn)
  ATG4B inh = -7
> Nc1nc2c(nnn2Cc2ccc(Cl)c(Cl)c2)c(=O)[nH]1
  ATG4B inh = -17
> CC(C)Sc1ncnc2[nH]ncc12
  ATG4B inh = 9
> N#CC1=C(S)N(c2ccc(F)cc2)C(c2cccs2)NC1=O (stereo not drawn)
  ATG4B inh = -9
> COc1ccc(-c2cc(C(=O)Nc3sc4c(c3C#N)CCCC4)c3ccccc3n2)cc1
  ATG4B inh = -1
> Cc1ccc2cc3c(N)c4c(C)ccc(C)c4nc3nc2c1
  ATG4B inh = -3
> Cc1cc(N/N=C/c2ccc(O)cc2O)nc(-n2nc(C)cc2C)n1
  ATG4B inh = -13
> CCN(CC)c1ccc(NC(=O)Cn2c(C(C)NC(=O)c3ccc(C)cc3)nc3ccccc32)cc1 (stereo not drawn)
  ATG4B inh = 9
> O=C(Nc1ccc(C(=O)N2CCCC2)cc1)C1CCCCC1
  ATG4B inh = 8
> CC(C)(C)C(=O)Cn1ncc(Cl)c(Cl)c1=O
  ATG4B inh = 2
> CCN1C[C@@H]2[C@@H]3C(=O)N(Cc4ccccc4)C(=O)[C@@H]3[C@](C)(C1=O)N2C(=O)c1ccc(C)cc1
  ATG4B inh = -16
> Clc1ccc(CSc2cnnc3ccccc23)cc1Cl
  ATG4B inh = 7
> COc1ccc(S(=O)(=O)N2CCCCC2)cc1NC(=O)CCc1cc(OC)c(OC)c(OC)c1
  ATG4B inh = -1
> COc1ccccc1N(C)S(=O)(=O)c1ccc(C(=O)NCc2ccccc2CN2CCCC2)cc1
  ATG4B inh = 2
> Cc1ccc(Nc2ncnc(Cl)c2N)cc1
  ATG4B inh = -12
> Cc1cc2c(=O)n(C)c(SCC(=O)NCC3CCCO3)nc2s1 (stereo not drawn)
  ATG4B inh = -1
> O=[N+]([O-])c1cccc(-c2ccc(/C=N/n3c(-c4ccccc4)n[nH]c3=S)o2)c1
  ATG4B inh = -2
> CCN(CC)c1ccc2cc(-c3nnc(-c4ccncc4)o3)c(=O)oc2c1
  ATG4B inh = -63
> CC(c1ccccn1)C(C)(O)C(C)c1ccccn1 (stereo not drawn)
  ATG4B inh = 1
> Cc1ccc(C(=O)ON=C2CCN(S(=O)(=O)c3ccccc3)CC2)cc1
  ATG4B inh = -10
> O=C(/C=C/c1ccco1)Nc1ccc(-c2nc3ccccc3[nH]2)cc1
  ATG4B inh = 7
> COC(=O)C(=O)C1CCc2c(Cl)cc(OC)c(OC)c2C1=O (stereo not drawn)
  ATG4B inh = -1
> O=c1c2ccccc2nnn1-c1ccccc1
  ATG4B inh = 9
> CN1C[C@@H]2[C@@H]3C(=O)N(C)C(=O)[C@@H]3[C@](C)(C1=O)N2C(=O)c1ccc(Br)cc1
  ATG4B inh = 2
> CCCCn1c(N)c(N(CCOC)C(=O)CCN2C(=O)C3CC=CCC3C2=O)c(=O)[nH]c1=O (stereo not drawn)
  ATG4B inh = -13

> COc1ccccc1/C=C/c1nc2ccccc2c(=O)o1
  ATG4B inh = 4
> CC12CC(O)C3C(CCC4=CC(=O)CCC43C)C1CCC2=CCO (stereo not drawn)
  ATG4B inh = -5
> Cc1ccc(S(=O)(=O)N(C)c2ccc(OCC(=O)OCc3cccc(Br)c3)cc2)cc1
  ATG4B inh = -50
> Cc1nnc(SCC(=O)Nc2ccc(-c3nc4ccccc4s3)cc2)s1
  ATG4B inh = -3
> Cc1ccc(NC(=O)Nc2ccc(Cl)cn2)cc1
  ATG4B inh = -3
> O=C(O)/C=C/C(=O)Nc1cccnc1
  ATG4B inh = 5
> C1CCN2C[C@@H]3C[C@@H](CN4CCCC[C@@H]34)[C@H]2C1
  ATG4B inh = 1
